Bioassay records (PubChem)
V-ATPase pHluor = yeast V-ATPase proton transport regulation by pHLuorin. S. cerevisiae, pHLuorin cytosolic pH fluorescence. response, % at 10 µM. 350,000 compounds, 0.37% hits. AID 504577; in the data active = response mostly above about 7.3%, no sharp cut-off; inactive = mostly below about 5.4%; note: actives read high; inactives centre near 0; some compounds called inactive have numbers as strong as hits; reference of the scale not given here
Pemphigus Ab inh = blocks pemphigus antibody binding to human desmoglein-3; P32926; DSG3-coupled beads, scFv-anti-DSG3-GFP binding, flow cytometry; active compounds read low; binding (percent of control), % at 10 µM; 310,000 compounds, 0.48% hits; AID 588358;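 active = binding more than 3 SD below its plate's average and above zero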;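 note: hits lower antibody fragment binding to DSG3; some compounds called inactive have numbers as strong as hits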
LANA DNA inh = KSHV C-LANA DNA binding inhibition | MBP-C-LANA/FAM-LBS DNA binding, fluorescence polarization | inhibition, % at 9 µM | 340,000 compounds, 0.078% hits | AID 504423;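 active = highest replicate inhibition at or above 60% at 9 µM, even if other replicates fall short; inactive = all replicates below 60% inhibition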;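 note: 0% = neutral control wells and 100% = 4 µM acridine orange control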
MOR-DOR ag = agonists of human mu-delta opioid receptor heterodimerization; AID 504326; 340,000 compounds, 0.3% hits; P35372+P41143; cells, OPRM1-OPRD1 heterodimerization, luminescence; activation, % at 9.3 µM; in the data active = activation above about 18%;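 note: 0% = vehicle-treated cells and 100% = reference agonist; values of inactives mirror those of a sister screen read the other way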
Arrestin-AP2 inh = blocks beta-arrestin peptide binding to AP2 adaptin; FITC-arrestin peptide / GST-AP2 beads, flow cytometry; AP2 beta2 appendage carries R879A mutation; inhibition, % at 10 µM; 340,000 compounds, 0.31% hits; AID 504490;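 active = inhibition above a set limit, near 3 SD of compounds lacking own fluorescence, cut at about 54% in these data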;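 note: plate controls were DMSO wells for no effect and 5 µM unlabelled arrestin peptide for full effect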
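test system = AP2 appendage R879A on GSH beads | buffer or medium = PBS plus Tween 20 (0.05%) and BSA (0.1%) | incubation = 12 min plus 1 h, RT | detection = bead flow cytometry, FITC channel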
Keap1 Nrf2 FP = Keap1-Nrf2 (human) interaction inhibition; Keap1 Kelch-Nrf2 peptide fluorescence polarization, 1536-well; inhibition, % at 9.4 µM; 340,000 compounds, 0.15% hits; AID 504523; in the data active = inhibition above about 12%;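 note: human Keap1 Kelch domain with fluorescein labeled Nrf2 9mer peptide probe; 0% = neutral control wells and 100% = peptide positive control; higher means more block of Keap1 binding to Nrf2 peptide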
Target sequence (Q14145 whole entry, looked up, the tested form may be a part): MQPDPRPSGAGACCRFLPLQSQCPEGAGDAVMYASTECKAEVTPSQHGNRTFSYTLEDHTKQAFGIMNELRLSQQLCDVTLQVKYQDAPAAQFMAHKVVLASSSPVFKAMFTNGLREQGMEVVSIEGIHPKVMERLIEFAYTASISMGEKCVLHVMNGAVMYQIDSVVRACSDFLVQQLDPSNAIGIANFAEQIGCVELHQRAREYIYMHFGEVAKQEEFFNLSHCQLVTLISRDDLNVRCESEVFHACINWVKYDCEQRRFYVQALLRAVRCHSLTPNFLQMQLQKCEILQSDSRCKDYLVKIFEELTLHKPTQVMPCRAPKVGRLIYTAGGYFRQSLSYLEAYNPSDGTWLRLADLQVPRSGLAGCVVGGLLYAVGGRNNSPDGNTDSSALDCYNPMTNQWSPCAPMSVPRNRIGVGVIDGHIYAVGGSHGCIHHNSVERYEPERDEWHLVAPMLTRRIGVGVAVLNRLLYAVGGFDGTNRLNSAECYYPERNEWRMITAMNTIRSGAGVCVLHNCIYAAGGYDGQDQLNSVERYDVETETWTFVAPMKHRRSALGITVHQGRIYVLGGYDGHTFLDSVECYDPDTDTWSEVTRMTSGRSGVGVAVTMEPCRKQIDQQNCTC
Wnt act = activates Wnt/beta-catenin signaling in a reporter cell assay; activator, plate reader; activation, % at 9.35 µM; 300,000 compounds, 1.2% hits; in the data active = activation above about 30%, passing the limit was not always enough;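 note: 0% = neutral control wells and 100% = positive control wells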
Cardiac RTF inh = cardiac RTF calcium desensitization; IANBD-labeled cardiac RTF, Ca2+ fluorescence; P19429+P45379; 340,000 compounds, 0.12% hits; AID 493244; inhibition, % at 7.15 µM;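 active = inhibition above the mean inhibition of all tested compounds plus 3 SD, cut at about 17% in these data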;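 note: assay run at fixed EC70 calcium of 1.6 mM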
cardiac RTF act = increases calcium sensitivity of human cardiac regulated thin filaments; AID 493008; activation, % at 7.2 µM; IANBD-labeled TnC RTF fluorescence at EC20 calcium; 0% EC20 calcium, 100% full calcium; P19429+P45379; 340,000 compounds, 0.24% hits;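 active = activation above the mean over all tested compounds plus 3 SD, cut at about 30% in these data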;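 note: rise in fluorescence read as greater calcium sensitivity of cardiac thin filaments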
OPRM1-OPRD1 inv = mu-delta opioid heterodimer inverse agonism; AID 504357; 340,000 compounds, 0.21% hits; inhibition, % at 9.3 µM; cell-based MOR-DOR heterodimer luminescence; in the data active = inhibition above about 22%, passing the limit was not always enough;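 note: 0% = cells with DMSO and 100% = wells without cells with DMSO; values of inactives mirror those of a sister screen read the other way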
Active calls of the source: *; / = no result given; & = joins results of further samples. This is a random part of the collection. Share with any hit: about 3.1%.

The opening 4 records (preview)
SMILES	V-ATPase pHluor	Pemphigus Ab inh	LANA DNA inh	MOR-DOR ag	Arrestin-AP2 inh	Keap1 Nrf2 FP	Wnt act	Cardiac RTF inh	cardiac RTF act	OPRM1-OPRD1 inv
COc1ccc(N(C(=O)CS(=O)CC(=O)Nc2ccc(F)cc2)C(C(=O)NC2CCCCC2)c2cccs2)cc1 (centres undefined)	1	100	-1.8	-3.3	/	4	/	4	-5	17
COc1ccc(S(=O)(=O)NCc2cn3c(C)csc3n2)cc1F	-2	99	0.3	-0.8	7	-3	1	-2	-1	5
CCCn1c(N2CCN(CC(=O)NCc3cccs3)CC2)nc2ccccc21	4	107	0.3	0.3	0	-4	3	6	-2	-2
COc1ccccc1CNS(=O)(=O)c1ccc2c(c1)N(C(C)=O)CC(C)S2 (centres undefined)	5	/	1.4	0.6	40	4	-1	-3	0	-3

All compounds of this part, from the first entry:
SMILES	V-ATPase pHluor	Pemphigus Ab inh	LANA DNA inh	MOR-DOR ag	Arrestin-AP2 inh	Keap1 Nrf2 FP	Wnt act	Cardiac RTF inh	cardiac RTF act	OPRM1-OPRD1 inv
COc1ccc(N(C(=O)CS(=O)CC(=O)Nc2ccc(F)cc2)C(C(=O)NC2CCCCC2)c2cccs2)cc1 (centres undefined)	1	100	-1.8	-3.3	/	4	/	4	-5	17
COc1ccc(S(=O)(=O)NCc2cn3c(C)csc3n2)cc1F	-2	99	0.3	-0.8	7	-3	1	-2	-1	5
CCCn1c(N2CCN(CC(=O)NCc3cccs3)CC2)nc2ccccc21	4	107	0.3	0.3	0	-4	3	6	-2	-2
COc1ccccc1CNS(=O)(=O)c1ccc2c(c1)N(C(C)=O)CC(C)S2 (centres undefined)	5	/	1.4	0.6	40	4	-1	-3	0	-3
COc1ccc(S(=O)(=O)Nc2cc(C)ccn2)cc1	-3	106	-2.6	-0.1	0	-4	/	-13	-4	1
Cc1cc(F)ccc1S(=O)(=O)Nc1ncnc2sc3c(c12)CCC3	-1	100	0.3	-1.3	47	-6	0	-3	-2	6
CC1CCCCC1NC(=O)CSc1nc2ccccc2[nH]1 (centres undefined)	-7	109	-0.8	0.0	23	0	-3	9	1	0
COc1ccc(Cc2c(N)nc(N)nc2N)cc1	/	97	0.0	-2.2	1	-9	/	-1	13	13
NC(=O)c1c(NC(=O)c2ccc([N+](=O)[O-])o2)sc2c1CCCC2	-3	105	0.1	11	-41	3	2	-3	2	-64
CCn1c(O)c(N=NC(=O)c2cccnc2)c2cc(Br)ccc21	10	88	-0.7	-3.6	3	5	3	-7	1	18
CCN1CCN(C(=O)/C=C/c2ccc(C(C)C)cc2)CC1	-1	109	-8.3	-1.6	47	-1	14	3	1	8
COc1ccc(S(=O)(=O)N2CCC(C(N)=O)(N3CCCCC3)CC2)cc1	-2	110	-0.6	-2.0	16	-1	1	-2	-3	11
COc1ccc(C(CCN)Cc2ccccc2)cc1 (centres undefined)	-1	83	1.6	-0.5	16	-1	-3	-5	1	2
COC(=O)c1c(NC(=O)c2ccccc2C(=O)O)sc2c1CCC2	-3	97	-2.5	-1.3	0	-5	-1	-8	1	7
CC(=O)Nc1cccc(NC(=O)CSc2nc3ccccc3o2)c1	-1	97	-1.6	0.7	/	-4	2	-8	6	-3
N=C1C2=C3Sc4ccccc4N3CCCC2=NN1c1cccc(S(=O)(=O)O)c1	0	97	0.8	-1.6	2	-5	1	-15	0	8
CC1(C)CC(=O)C2=C(C1)NC(=O)CC2c1cc(F)ccc1F (centres undefined)	1	99	0.3	-2.1	25	-5	/	-11	2	10
Cc1ccc(S(=O)(=O)N2CCC(C(=O)OCC(=O)N(CC(C)C)C3CCS(=O)(=O)C3)CC2)cc1C (centres undefined)	1	101	0.2	-4.3	31	-3	-2	-2	-2	23
Cc1cccc(Cc2c(C)nc3nc(SCC(=O)O)nn3c2C)c1	4	104	1.3	0.9	8	-5	4	-7	3	-5
Cc1nnsc1C(=O)N1CCCC(C(=O)c2ccc(C(F)(F)F)cc2)C1 (centres undefined)	1	103	0.9	0.0	-1	-2	-9	-7	-3	0
Cc1ccc(C)c(S(=O)(=O)N2CCCC2CNC(=O)C(=O)NCCc2ccco2)c1 (centres undefined)	-3	106	-0.4	-2.1	-8	-5	-2	2	0	10
O=P(O)(O)c1ccccc1OCCOCCOCCOCCOc1ccccc1P(=O)(O)O	-2	106	1.7	-3.6	37	0	0	0	0	18
Cc1oc2cc3oc(=O)c(CCC(=O)NCc4ccccn4)c(C)c3cc2c1C	-3	97	3.0	-3.7	-1	-7	-1	-3	0	18
CCCCc1nnc(SCC(=O)Nc2nccs2)n1CC	0	106	1.8	-1.9	-4	-4	3	1	-1	10
CCn1nc(C)c(Br)c1C(=O)Sc1ccccc1Cl	-1	105	-1.3	-0.7	5	-11	0	-3	0	3
O=C(CSc1ncn[nH]1)NCCc1ccc(Cl)cc1	2	108	-2.0	-1.5	2	0	-2	3	-2	8
Cc1ccc(S(=O)(=O)N2CCCOC2CNC(=O)C(=O)NCc2ccncc2)cc1 (centres undefined)	-1	98	3.8	-2.1	-1	-2	-3	-18	3	11
O=c1c(C(c2nnnn2C2CCCCC2)N2CCCCC2)coc2ccc(Cl)cc12 (centres undefined)	0	95	-0.5	0.3	-3	5	-3	-3	-1	-1
Cc1c(/C=N/Nc2nc3ccccc3[nH]2)c2ccccc2n1C	5	99	0.7	6.2	42	-4	12	-1	2	-32
Cc1ccc(NC(=O)C2CCCN2C(=O)OC(C)(C)C)cc1C (centres undefined)	2	101	2.2	-2.5	-5	1	-2	3	-1	12
COCCCNC(=O)CCc1ccc(S(=O)(=O)Nc2ccc(C)cc2)cc1	0	96	-0.9	-0.2	28	-2	/	-3	-2	1
COCCn1c(CN2CCN(C(=O)c3ccco3)CC2)nc2c1c(=O)n(C)c(=O)n2C	-3	103	-0.9	-1.8	-6	3	-2	1	-8	9
COC(=O)c1ccc(OCCn2cnc3ccccc3c2=O)cc1	3	105	-0.4	-1.3	-10	-2	/	-6	0	7
COc1ccccc1N1CCN(Cc2ccc(O)c3ncccc23)CC1	0	102	-0.8	-0.1	1	-4	/	-1	-3	0
Cc1nc(NC(=O)CN2CCOCC2)sc1-c1ccccc1	2	97	0.9	-0.5	8	-1	14	3	3	3
CCCCN1CNC(=S)N(c2ccccc2OCC)C1	0	118	-2.3	-2.3	28	4	/	-1	8	12
CC(C)(C)OC(=O)[C@H](Cc1ccccc1)NC(=O)c1[nH]cnc1C(=O)Nc1ccc(Cl)cc1	-3	108	-2.3	0.8	3	-2	0	4	-2	-5
O=C(NNC(=O)c1ccc(-c2ccccc2)cc1)c1ccccc1	2	101	-1.6	4.6	-6	-3	12	-3	0	-27
C[C@@H]1C[C@H]2[C@@H]3CCC4=CC(=O)C=C[C@]4(C)[C@@]3(F)[C@@H](O)C[C@]2(C)[C@@]1(O)C(=O)CO	3&4	100&103	1.6&-0.3	-1.4&-1.8	6&-16	1&-1	-1	4&-4	4&-4	8&10
Cc1nc2ccccc2c(=O)n1CCc1ccc(O)cc1	-1	95	1.8	-1.2	-1	-4	1	-1	2	5

Two of the compounds above, as labelled records.
> C[C@@H]1C[C@H]2[C@@H]3CCC4=CC(=O)C=C[C@]4(C)[C@@]3(F)[C@@H](O)C[C@]2(C)[C@@]1(O)C(=O)CO
- V-ATPase pHluor: 3&4
- Pemphigus Ab inh: 100&103
- LANA DNA inh: 1.6&-0.3
- MOR-DOR ag: -1.4&-1.8
- Arrestin-AP2 inh: 6&-16
- Keap1 Nrf2 FP: 1&-1
- Wnt act: -1
- Cardiac RTF inh: 4&-4
- cardiac RTF act: 4&-4
- OPRM1-OPRD1 inv: 8&10

> COC(=O)c1ccc(OCCn2cnc3ccccc3c2=O)cc1
- V-ATPase pHluor: 3
- Pemphigus Ab inh: 105
- LANA DNA inh: -0.4
- MOR-DOR ag: -1.3
- Arrestin-AP2 inh: -10
- Keap1 Nrf2 FP: -2
- Wnt act: /
- Cardiac RTF inh: -6
- cardiac RTF act: 0
- OPRM1-OPRD1 inv: 7

(next part)
SMILES	V-ATPase pHluor	Pemphigus Ab inh	LANA DNA inh	MOR-DOR ag	Arrestin-AP2 inh	Keap1 Nrf2 FP	Wnt act	Cardiac RTF inh	cardiac RTF act	OPRM1-OPRD1 inv
COc1ccc(N2CCN(CC(O)COCc3ccccc3)CC2)cc1 (centres undefined)	8	98	-0.8	-0.2	-2	5	0	-11	-1	1
CC1Cc2ccccc2N1C(=O)CNc1ccccc1N1CCCCC1 (centres undefined)	1	98	1.9	-1.2	4	4	-6	-17	6	6
COc1cccc(/C=N/Nc2snc(SC)c2C#N)c1O	7	103	-0.3	2.8	-4	-2	21	9	1	-15
CN(Cc1c(C(=O)N/N=C/c2ccc(O)cc2)nnn1-c1nonc1N)c1ccccc1	3	101	0.1	-3.5	24	-1	-1	4	-9	19
CN1CCN(C(=O)CCC(=O)NCc2ccc(F)cc2)CC1	0	124	-0.6	-0.9	6	-5	0	-9	-1	4
COCCNC(=O)CN(C(=O)Cn1nnc2ccccc21)c1ccccc1C	-1	97	-0.1	-0.5	-13	-4	-1	-4	4	2
